Xi reactivation: X-chromosome reactivation activator | XiGFP mouse fibroblasts, % GFP-positive cells imaging, 3 d; cells co-treated with 5-aza-dC sensitizer; scaled so ellipticine positive control = 100% | activation, % at 7.58 µM | actives 0.055% (n = 360,000) | AID 743238;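 active means mean normalized replicate activation at least 10% and every replicate at or above 10%; inconclusive means only one of the two criteria met; inactive means mean below 10% and not all replicates reach 10%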;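 further: 0% = median of on-plate neutral control wells and 100% = ellipticine 6 µM median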
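Material: XiGFP fibroblasts, SV40-immortalized. Buffer or medium: DMEM plus 5-aza-dC sensitizer. Compound: single concentration per compound, delivered by pin transfer. Times: 3 days compound exposure. Controls: ellipticine 6 µM.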
ERAP1 inh: blocks human ERAP1 aminopeptidase activity; Q9NZ08; recombinant ERAP1, Leu-AMC fluorescence, 60 min; inhibition, % at 10.7 µM; actives 0.15% (n = 340,000);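 active means mean replicate inhibition of at least 30%, or all replicates individually reaching that 30% level; inactive means mean below 30% and not every replicate reaching it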;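 further: 0% = neutral control wells and 100% = L-leucinethiol positive control wells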
Target sequence (Q9NZ08 whole entry, looked up): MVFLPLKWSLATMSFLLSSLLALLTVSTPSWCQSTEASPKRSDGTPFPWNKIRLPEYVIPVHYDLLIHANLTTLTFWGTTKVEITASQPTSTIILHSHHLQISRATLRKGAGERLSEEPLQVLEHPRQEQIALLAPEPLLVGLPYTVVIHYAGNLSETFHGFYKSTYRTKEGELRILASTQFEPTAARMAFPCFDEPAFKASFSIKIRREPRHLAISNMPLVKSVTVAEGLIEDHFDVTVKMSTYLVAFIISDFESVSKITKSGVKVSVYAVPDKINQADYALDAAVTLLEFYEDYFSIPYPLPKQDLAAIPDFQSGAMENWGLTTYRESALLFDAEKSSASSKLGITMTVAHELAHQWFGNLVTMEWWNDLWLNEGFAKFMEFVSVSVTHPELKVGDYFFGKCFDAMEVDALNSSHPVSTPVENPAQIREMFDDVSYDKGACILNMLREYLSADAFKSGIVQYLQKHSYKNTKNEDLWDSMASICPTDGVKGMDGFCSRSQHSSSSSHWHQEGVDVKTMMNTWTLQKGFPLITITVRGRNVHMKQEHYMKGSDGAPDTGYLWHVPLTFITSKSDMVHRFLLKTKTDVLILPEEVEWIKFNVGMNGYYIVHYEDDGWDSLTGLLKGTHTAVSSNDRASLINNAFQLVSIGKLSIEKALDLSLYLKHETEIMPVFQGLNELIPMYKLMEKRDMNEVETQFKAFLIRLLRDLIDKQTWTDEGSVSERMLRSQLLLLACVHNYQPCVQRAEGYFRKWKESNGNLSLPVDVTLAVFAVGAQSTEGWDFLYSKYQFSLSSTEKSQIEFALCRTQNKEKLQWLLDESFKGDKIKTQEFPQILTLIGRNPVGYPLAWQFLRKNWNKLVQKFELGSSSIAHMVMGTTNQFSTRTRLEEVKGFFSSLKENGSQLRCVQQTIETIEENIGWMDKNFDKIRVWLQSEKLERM
GSIS activator: GLuc luminescence reporter in INS-1E cells, primary screen for activators of glucose-dependent secretion of insulin | INS-1E GLuc reporter insulin secretion, 2-3 h | activation, % at 16.6 µM | actives 0.61% (n = 370,000) | AID 743287;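 active means lowest replicate activation of at least 40%, so every replicate reaches that level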;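 further: 0% = median of neutral control wells and 100% = median of IBMX positive control wells; some compounds called inactive have numbers as strong as hits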
esBAF inh: blocks esBAF chromatin remodeling in mouse ES cells | Bmi1-luciferase knock-in reporter, 24 h; 100% = twice the neutral-well signal | reporter increase, % at 12.5 µM | actives 2% (n = 350,000) | AID 602393; in the data active means activation above about 40%; inconclusive means no clear call, values can overlap the other calls;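 further: 0% = median of the plate's neutral control wells and 100% = double that signal; a rise in the Bmi1 reporter signal indicates esBAF inhibition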
F508del corr: CFTR F508del correction in bronchial cells | actives 0.36% (n = 350,000) | CFBE cells, YFP halide quenching; stimulated with forskolin plus potentiator P3; % fluorescence drop versus neutral controls | activity (quench increase), % at 7.58 µM;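 active means mean added fluorescence quench of at least 8% versus neutral control, with both replicates also reaching 8%; inconclusive means only one of the mean or replicate conditions met; inactive means mean below 8% and not both replicates reaching 8%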;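 further: cells transiently co-express mutant CFTR-F508del with the halide-sensitive YFP; corrector assay measuring rescue of mutant channel to the surface after 24 h compound exposure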
RAD54 branch: RAD54 (human) branch migration inhibition; Q92698; RAD54 Holliday junction branch migration, FAM/BHQ fluorescence; inhibition, % at 10.4 µM; actives 0.14% (n = 360,000); AID 602329;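 active means mean normalized replicate activity at least 40 and at least half of replicates scoring 40 or more; inconclusive means only one of the two criteria met; inactive means mean below 40 and under half of replicates reaching 40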;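 further: 0% = median of neutral control wells and 100% = median of positive control wells; inhibitors cause a drop in the FAM fluorescence signal; in these data hits start at about 50%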
ARNT TACC3 PPI: disrupts binding between human ARNT and TACC3. Q9Y6A5. AlphaScreen His-ARNT PAS-B/GST-TACC3 binding, luminescence; TACC3 fragment carries E629A point mutation. inhibition, % at 9.99 µM. actives 0.66% (n = 390,000);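 active means mean inhibition of replicates at least 50% and at least half of replicates each reaching 50%; inconclusive means half or more replicates reach 50% but mean below 50%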;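 further: 0% = complete ARNT plus TACC3 wells and 100% = ARNT alone without TACC3; many hits fall short of the cut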
RAD52 anneal inh: inhibitors of human RAD52 DNA annealing. inhibition, % at 18.7 µM. actives 0.46% (n = 360,000). P43351. recombinant RAD52 DNA annealing, FRET fluorescence;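 active means every replicate showing at least 50% inhibition; inconclusive means mean inhibition at least 50% but not in every replicate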
Starred values were filed as active, the others as inactive; ? = inconclusive; nt = no result given.

Value order: Xi reactivation | ERAP1 inh | GSIS activator | esBAF inh | F508del corr | RAD54 branch | ARNT TACC3 PPI | RAD52 anneal inh
COc1cccc2cc(C(C)N(CCCN3CCOCC3)C(=S)Nc3cc(C)cc(C)c3)oc12 (configuration not stated)
  -0.1 | -5 | -33 | 1 | -0.3 | nt | 5 | -4
CCOC(=O)N1C2=NC(C(=O)OC)=C(C(=O)OC)[C@@H]3N(C)c4ccc(OC)cc4[C@]23C[C@H]1C(=O)OC
  -0.3 | 4 | -12 | nt | 4.0 | -2 | 4 | -10
COc1ccccc1NC(CC(=O)c1ccccc1)C(=O)OCC(=O)c1ccc(C)cc1 (configuration not stated)
  -0.1 | -3 | -2 | nt | 0.7 | nt | 0 | -18
Cn1c(=O)c2c(ncn2CCCC(=N)N2CCOCC2)n(C)c1=O
  0.0 | -2 | -1 | nt | 2.0 | nt | -2 | -18
CCOC(=O)c1ccc(-n2c(CCC(=O)O)ccc2-c2cccs2)cc1
  0.1 | -1 | -4 | 17 | 0.8 | -12 | 24 | -17
CC12CCC(=O)N1C(C(=O)N1CCN(S(=O)(=O)c3ccccc3F)CC1)CS2 (configuration not stated)
  0.0 | 0 | -15 | 8 | -0.3 | nt | -1 | -7
COCC(=O)N/N=C\c1ccc(OC/C=C/c2ccccc2)c(OC)c1
  0.1 | -4 | 0 | nt | 1.5 | -6 | 16 | -16
COCC(=O)N1[C@H](C#N)[C@@H](c2ccccc2)[C@@H]1CO
  0.4 | 7 | 5 | 0 | -2.2 | -6 | 26 | -5
O=C(COc1ccccc1)Nc1ccc(-c2ccc(N3CCOCC3)nn2)cc1
  0.0 | -3 | 15 | -16 | -0.7 | 5 | nt | -12
Cc1ccc(C(=O)CSc2ncnc3ccccc23)o1
  0.1 | -1 | -8 | ? | -2.8 | 2 | nt | -56
CS(=O)(=O)N1[C@H](C#N)[C@@H](c2ccccc2)[C@H]1CO
  0.7 | 1 | 14 | 2 | -1.1 | 8 | -12 | -8
Cc1c(NC(=O)/C(C#N)=C/c2c(N3CCCCC3)nc3ccccn3c2=O)c(=O)n(-c2ccccc2)n1C
  0.0 | nt | nt | nt | 0.7 | -3 | -4 | -23
CCc1nn(-c2cc(Oc3cccc4ccccc34)nc(-c3ccccc3)n2)c(N)c1C#N
  nt | 2 | -4 | -4 | nt | -7 | 1 | -20
COc1ccc2sc(-c3ccccc3OC)c(-c3ccc(OCCN4CCCC4)cc3)c2c1
  0.1 | -2 | 40 | -90 | 2.3 | 7 | 23 | 29
Cc1cccc(C)c1NC(=O)C1(N2CCN(C(=O)c3ccco3)CC2)CCCCC1
  -0.1 | 0 | nt | nt | nt | nt | -3 | -7
CC(C)C[C@H](NC(=O)c1nc[nH]c1C(=O)NC(c1ccccc1)c1ccccc1)C(=O)OCc1ccccc1
  -0.2 | -2 | 3 | 1 | 0.6 | 5 | 3 | 5
Cc1ccc(N2CCN(S(=O)(=O)c3ccc(C)cc3)CC2)cc1
  0.0 | -4 | -1 | -1 | 0.7 | -7 | 2 | -3
Cc1ccc(OCc2cc(C(=O)N3CCN(C4CCCCC4)CC3)no2)cc1C
  0.1 | 3 | -18 | 55* | 0.6 | -17 | 8 | -16
CN1[C@@H]2c3ccc(-c4ccncc4)c(=O)n3C[C@@H]2[C@@H](CO)[C@@H]1C(=O)NCCc1ccccc1
  0.0 | 0 | 4 | -6 | -2.5 | -5 | 4 | -2
Cc1ccc(C)c(N2N=C(C(=O)Nc3ccccc3N3CCOCC3)CCC2=O)c1
  0.0 | 2 | -4 | 5 | -1.4 | 4 | 7 | 3
COCc1cn(CC[C@@H]2CC[C@H](NC(=O)CCN3CCCCC3)[C@H](CO)O2)nn1
  -0.1 | -16 | 7 | 1 | 2.8 | 1 | 4 | -3
CCOC(=O)c1c(NC(=O)CC2Nc3cc(C)c(C)cc3NC2=O)sc(C)c1C (configuration not stated)
  nt | -2 | -4 | nt | 1.7 | nt | 5 | -24
CCOP(=O)(O)c1ccccc1OCCOCCOc1ccccc1P(=O)(O)OCC
  nt | nt | 12 | -6 | nt | -13 | -3 | nt
CCCC#Cc1ccc2c(c1)O[C@H](CN(C)C)[C@H](C)CN([C@@H](C)CO)S2(=O)=O
  -1.1 | 1 | 10 | 2 | -0.2 | 5 | -7 | -1
COc1ccc(N(CC(=O)NC2CC2)S(=O)(=O)c2ccccc2)cc1
  -0.1 | 0 | -2 | 1 | -1.7 | -8 | -5 | -16
O=C(CCC(=O)c1cccs1)NCCc1ccc(F)cc1
  -0.2 | 0 | 2 | nt | 0.5 | 5 | -4 | -18
C[C@@H]1CN([C@@H](C)CO)C(=O)c2cc(NC(=O)Nc3ccc4c(c3)OCO4)ccc2O[C@@H](C)CCCCO[C@@H]1CN(C)C(=O)CCCN(C)C
  0.1 | nt | 5 | 1 | 2.7 | 6 | 9 | nt
CC(=O)Nc1sc(NC(=O)c2ccc([N+](=O)[O-])cc2)nc1-c1cccs1
  0.0 | 2 | nt | nt | -2.5 | nt | -2 | -10
COCCn1c(-c2ccc(NC(C)=O)cc2)nc2c1c(=O)[nH]c(=O)n2CC(C)C
  0.0 | 1 | -1 | -3 | -0.1 | -8 | 4 | -6
C[C@@H]1CCCCO[C@H](CN(C)Cc2ccc(C(=O)O)cc2)[C@@H](C)CN([C@@H](C)CO)C(=O)c2cc(N(C)C)ccc2O1
  0.2 | nt | 7 | -4 | -1.4 | nt | nt | nt
CCn1c(CCCNC(=O)c2ccco2)nc2ccccc21
  0.0 | 2 | -3 | -7 | -1.3 | -4 | 3 | 4
CCCNC(=O)N1[C@H](CO)[C@@H](c2ccc(-c3cccc(OC)c3)cc2)[C@@H]1C#N
  0.3 | 0 | 1 | 6 | 0.7 | 7 | 4 | -35
C/C(Cl)=C\Cn1c(N2CCCC2)nc2c1c(=O)n(C)c(=O)n2C
  0.2 | -8 | 65* | -3 | 2.1 | -9 | -3 | -9
NC(=S)Nc1ccc(S(=O)(=O)c2ccc(NC(N)=S)cc2)cc1
  0.0 | 0 | 4 | -4 | 1.7 | -21 | 15 | -63
O=C(CCc1ccccc1)NC1(Cc2ccccc2)CCN(CCc2cccs2)C1=O (configuration not stated)
  1.3 | -2 | -18 | -13 | -0.3 | 4 | -11 | -25
COc1cc(Nc2ccc(S(N)(=O)=O)cc2)c([N+](=O)[O-])nc1[N+](=O)[O-]
  0.1 | 5 | 10 | -4 | 2.5 | 1 | -2 | -9
C=CCn1c(=O)c(C(=O)NCCc2ccc(Cl)cc2)c(O)c2cc(OC)c(OC)cc21
  0.0 | -4 | 7 | 5 | -2.3 | -24 | -6 | -13
C[C@H]1CN([C@@H](C)CO)C(=O)c2cc(C3=CCCCC3)cnc2O[C@H]1CN(C)C(=O)Nc1cccc(F)c1
  0.4 | -1 | -14 | -3 | -2.7 | -4 | -3 | 26
O=C(O)[C@H]1[C@H](CO)[C@H]2Cn3c(ccc(-c4ccccc4)c3=O)[C@H]2N1CCc1ccccc1
  0.1 | nt | 9 | 4 | -1.2 | 0 | nt | nt
COc1ccc(NC(=O)CN(C)C(=O)c2ccccc2Sc2ncnc3sc(C)c(C)c23)cc1
  0.2 | 1 | -17 | 1 | -1.6 | -5 | -29 | -11
COCC(=O)N(C)C[C@H]1[C@@H](c2ccc(-c3cccnc3)cc2)[C@H](CO)N1C(C)=O
  0.0 | -7 | 2 | 3 | -2.0 | 2 | -9 | -21
O=C(CCN1CCCCC1)NCC[C@@H]1CC[C@H](NS(=O)(=O)c2cccc(F)c2)[C@@H](CO)O1
  -0.3 | 0 | -4 | 1 | 2.7 | 2 | -1 | -12
OCCNc1nc(-c2ccccc2)nc2ccccc12
  0.1 | 9 | 41 | nt | nt | nt | -3 | -19
CCN1CCN(CCCN(Cc2ccco2)C(=S)Nc2ccc(Cl)cc2)CC1
  0.1 | 4 | -16 | 10 | 1.9 | 1 | -1 | -7
CCOc1cc(C(=O)NCc2ccco2)cc(OCC)c1OCC
  0.0 | -2 | -4 | -6 | -2.7 | 1 | 2 | -2
CCCNC(=O)N(C)C[C@H]1Oc2cc(Br)ccc2S(=O)(=O)N([C@H](C)CO)C[C@@H]1C
  -1.4 | 1 | 8 | -5 | -1.6 | 4 | -10 | -5
Cc1cccc(C(=O)Nc2ccnc(-c3cccnc3)n2)c1
  0.0 | 2 | 10 | -3 | 1.5 | -2 | 0 | -33
CCc1ccccc1NC(=O)c1cc(C)no1
  0.3 | 0 | -11 | 3 | -2.1 | 1 | -7 | -1
COC(=O)[C@]12CCCCC=C1N(Cc1ccccc1)C(=O)[C@H](CC(=O)N1CCN(C(=O)c3ccco3)CC1)C2
  0.1 | nt | -14 | nt | -1.1 | nt | nt | -13
C[C@H](CO)N1C[C@H](C)[C@H](CN(C)C(=O)NC2CCCCC2)Oc2c(NS(=O)(=O)c3ccc(F)cc3)cccc2C1=O
  -1.1 | -6 | -12 | -1 | -1.6 | -8 | nt | -11
CC(C)Cn1c(SCC(=O)Nc2ccc3[nH]c(=O)[nH]c3c2)nc2ccccc2c1=O
  0.0 | -3 | 45* | -4 | 3.1 | -4 | 8 | -15
Cc1ccc(CN2CCN(CC(C)C)C(CCO)C2)s1 (configuration not stated)
  0.6 | 1 | -1 | nt | nt | nt | nt | 3
O=C(NNc1ccc(F)cc1F)C1CCC1
  0.0 | 0 | 0 | -9 | -2.0 | -6 | -4 | -5
Cc1ccccc1-c1cnc2c(c1)C(=O)N([C@H](C)CO)C[C@@H](C)[C@H](CN(C)Cc1ccncc1)O2
  0.9 | 4 | -17 | -1 | 1.3 | -14 | 0 | 5
COC(=O)c1c(NC(C)=O)sc2c1CCCC2
  nt | nt | 7 | -3 | nt | -10 | -8 | nt
CNC[C@@H]1OCCCC[C@@H](C)Oc2ccc(NC(=O)Nc3ccccc3)cc2C(=O)N([C@H](C)CO)C[C@H]1C
  -0.5 | 1 | 10 | -3 | -2.5 | -3 | 8 | -21
C[C@H]1CCCCO[C@H](CN(C)CC2CC2)[C@@H](C)CN([C@@H](C)CO)C(=O)c2cc(NC(=O)Nc3ccc4c(c3)OCO4)ccc2O1
  0.2 | -1 | -8 | 0 | 0.2 | 10 | 11 | 36
C/C(=N\N1C(=O)c2ccccc2C1=O)c1cccc([N+](=O)[O-])c1
  -0.3 | 3 | 6 | nt | nt | nt | 1 | -14
Cc1c(C(=O)NNC(=O)c2csc(N3CCOCC3)n2)oc2ccccc12
  0.0 | -3 | -1 | 8 | -6.2 | -8 | -2 | -20
CCN(CC)Cc1nc2c(c(=O)[nH]1)C1(CCCCC1)Cc1ccccc1-2
  nt | -19 | -7 | -5 | -6.7 | 7 | -1 | -20
Nn1c(COc2ccccc2F)nnc1SCC(=O)NC1CCS(=O)(=O)C1 (configuration not stated)
  0.0 | -2 | 23 | 0 | -2.2 | 6 | 3 | 4
CC(C)C#Cc1ccc([C@H]2[C@@H](CO)N3C(=O)CN(C(=O)NC4CCCCC4)C[C@@H]23)cc1
  0.3 | 0 | -17 | nt | 3.9 | nt | nt | 58*

Screening results as filed in PubChem.
